aDG glyco act – activators of alpha-DG glycosylation, primary screen, uHTS, Pro5-aDG cells, AlphaScreen | alpha-DG glycosylation AlphaScreen (IIH6); 0% Pro5, 100% B10-LARGE cell signal | activation, % at 10 µM | actives 0.22% (n = 360,000) | AID 624168, 2012;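 active = activation of at least 8% versus controls, or a plate z-score of at least 8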;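 also: Pro5 are CHO cells carrying HIG-tagged alpha-DG that lacks glycosylation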
Granule exo inh – LAMP-1 surface exposure blockers, TALL-104 cells – cell-based, flow cytometry, MLPCN library, primary screen; TALL-104 LAMP-1 surface exposure; cells stimulated with thapsigargin and PMA; actives 0.66% (n = 360,000); inhibition, % at 10 µM;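 active = inhibition above about 55%, limit read from the data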
Glyco luc inh – increase of ERlucT glycosylation luciferase signal, primary screen, N-linked glycosylation inhibitor project, D54 ERlucT cells, luminescence, set 2 | actives 0.23% (n = 360,000) | D54 ERlucT glycosylation luciferase reporter, 24 h; percent of 100 nM tunicamycin response | reporter increase, % at 12.5 µM;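 active = mean luciferase reporter signal, scaled so untreated is 0 and the glycosylation-blocking control 100, at or above a set limit in every replicate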;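 also: luciferase carries N-glycosylation sites so blocking glycosylation raises the light; 0% = median of neutral control wells and 100% = median of 100 nM tunicamycin wells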
ABCB6 inh 2 – ABCB6 transporter inhibitors, primary screen, K562-ABCB6 cells, flow cytometry, MLPCN library; ATP-binding cassette sub-family B member 6 (Homo sapiens), Q9NP58; K562-ABCB6 porphyrin accumulation, 1 h; hits give low values; fluorescence ratio to DMSO, % at 10 µM; actives 0.19% (n = 360,000); AID 602162, 2011;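 active = fluorescence ratio to DMSO below 75%, the collection mean minus 3 SD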;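 also: signal is porphyrin accumulated inside mitochondria; 100% equals median channel fluorescence of DMSO control wells; lower ratio means ABCB6 inhibition with less porphyrin fluorescence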
ABHD5 PLIN5 PPI – ABHD5-PLIN5 interaction inhibitors, primary screen, cell lysate, split luciferase complementation, luminescence | Perilipin-5 (Homo sapiens) + 1-acylglycerol-3-phosphate O-acyltransferase ABHD5 (Homo … | Split G. princeps luciferase complementation, 4 h | inhibition, % at 4 µM | actives 0.78% (n = 360,000) | AID 602281, 2012;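 active = inhibition above the mean inhibition across every tested compound plus 3 SD, cut at about 22% in these data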;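 also: 0% = DMSO only wells and the 100% control is not disclosed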
Target sequence (Q00G26 whole entry, looked up): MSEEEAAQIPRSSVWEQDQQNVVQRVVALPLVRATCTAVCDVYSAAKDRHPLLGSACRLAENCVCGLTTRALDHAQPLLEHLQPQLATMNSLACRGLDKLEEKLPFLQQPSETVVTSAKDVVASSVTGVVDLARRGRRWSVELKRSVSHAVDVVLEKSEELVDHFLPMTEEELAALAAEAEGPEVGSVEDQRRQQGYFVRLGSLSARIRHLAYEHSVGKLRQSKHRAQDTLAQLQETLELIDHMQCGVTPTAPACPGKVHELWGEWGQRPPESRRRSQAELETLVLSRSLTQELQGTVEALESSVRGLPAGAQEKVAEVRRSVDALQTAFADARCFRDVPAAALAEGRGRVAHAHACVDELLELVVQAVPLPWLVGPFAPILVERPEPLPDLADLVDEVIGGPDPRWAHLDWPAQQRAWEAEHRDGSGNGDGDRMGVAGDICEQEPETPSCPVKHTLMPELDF
Target sequence (Q8WTS1 whole entry, looked up): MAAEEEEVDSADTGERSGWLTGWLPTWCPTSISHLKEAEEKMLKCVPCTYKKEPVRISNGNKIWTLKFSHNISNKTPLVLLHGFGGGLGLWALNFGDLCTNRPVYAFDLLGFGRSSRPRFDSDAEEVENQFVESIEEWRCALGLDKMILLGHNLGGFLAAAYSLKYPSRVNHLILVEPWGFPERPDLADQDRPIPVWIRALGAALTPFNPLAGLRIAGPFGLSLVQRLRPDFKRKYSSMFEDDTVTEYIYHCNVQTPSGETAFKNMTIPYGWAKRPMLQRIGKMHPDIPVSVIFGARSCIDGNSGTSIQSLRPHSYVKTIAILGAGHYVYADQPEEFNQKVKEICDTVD
MC4R barr agon – MC4R agonists recruiting beta-arrestin, primary screen, cell-based, luminescence, agonist arm of biased-ligand search | actives 0.98% (n = 360,000) | activation, % at 8.9 µM | Melanocortin receptor 4 (Homo sapiens), P32245 | U2OS MC4R beta-arrestin complementation; percent of melanotan II response, DMSO zero;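 active = activation above a per-plate cutoff, the mean activation of sample wells on that plate plus 3 SD, cut at about 8% in these data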
MC4R antagonist – MC4R antagonists of cAMP signaling, primary screen, cell-based, TR-FRET, antagonist arm of biased-ligand search; Melanocortin receptor 4 (Homo sapiens), P32245; MC4R-expressing cells, MTII-stimulated cAMP, LANCE TR-FRET; inhibition, % at 6.5 µM; actives 0.48% (n = 360,000);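 active = inhibition above its plate's cutoff, the mean of tested wells on that plate plus 3 SD, cut at about 29% in these data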;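 also: 0% = Melanotan II alone and 100% = Melanotan II plus saturating MCL0020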
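Test system: U2OS cells stably expressing human melanocortin 4 receptor (MC4R); also added: Melanotan II challenge; compound: 6.5 µM single dose; timing: 30-min compound preincubation, 1-h Melanotan II challenge, 1-h detection, room temperature; signal: Eu-cAMP/anti-cAMP TR-FRET, emission 671 nm; repeats: one well per compound, no replicates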
TLR9-MyD88 inh – inhibitors of TLR9-MyD88 association in cells, primary screen, cell-based, CHO, BLA complementation, fluorescence; Toll-like receptor 9 (Homo sapiens) + Myeloid differentiation primary response protein …; CCF4 FRET ratio; inhibition, % at 4.98 µM; actives 0.21% (n = 340,000); AID 504734, 2011;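 active = inhibition above the mean over all tested compounds plus 3 SD, cut at about 21% in these data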;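 also: 0% = DMSO only wells and 100% = clavulanate BLA inhibitor control wells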
NOD2-RIPK2 inh – NOD2-RIPK2 binding disruptors in cells, primary screen, fluorescence, CHO cells, BLA complementation; Receptor-interacting serine/threonine-protein kinase 2 (Homo sapiens), O43353; CCF4 ratio; inhibition, % at 4.98 µM; actives 0.38% (n = 360,000); AID 624267, 2012; in the data active = inhibition above about 21%;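 also: 0% = vehicle only and 100% = reference blocker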
Vif inh – HIV Vif self-association inhibitors, primary screen, imaging, HEK293T, single point. actives 0.35% (n = 340,000). HEK293T cells, Vif self-association by quenched fluorescence, 24 h. inhibition, % at 7.49 µM; in the data active = inhibition above about 50%, passing the limit was not always enough; also: some results filed as inactive read as strong as hits
Numbers without * were called inactive; x = no result given. These rows are one share of the data, so the mix of outcomes need not match the whole.

SMILES	aDG glyco act	Granule exo inh	Glyco luc inh	ABCB6 inh 2	ABHD5 PLIN5 PPI	MC4R barr agon	MC4R antagonist	TLR9-MyD88 inh	NOD2-RIPK2 inh	Vif inh
Cc1ccc(-c2nnn(CC(=O)N(CC(=O)NC3CCCC3)c3ccccc3F)n2)o1	0.0	0.1	-1.9	101.0	0.9	-0.5	1.7	-12.7	1.1	-4.4
Cc1ccc(S(=O)(=O)N2C[C@@H]3CCCC[C@@H]3[C@@H](C)[C@H]2c2cn(Cc3ccccc3)c3ccccc23)cc1	1.3	2.7	-13.2	102.0	-0.9	0.2	9.4	3.1	1.0	-16.4
COc1ccc(C)cc1S(=O)(=O)n1cnc2ccccc21	0.0	1.1	1.4	103.0	-1.1	-2.5	12.1	-17.9	2.7	-4.5
Cc1cc(C)n(-c2ccc3cccc(NS(C)(=O)=O)c3n2)n1	0.8	-1.7	-8.0	99.0	-3.1	-0.5	-2.0	2.2	-1.7	1.9
CCOC(=O)c1c(C)[nH]c(C)c1C(=O)COC(=O)CNC(=O)C1CCCCC1	-0.2	-2.6	0.7	92.0	-11.9	-0.6	5.7	2.7	-14.8	-3.0
Cc1cccc(NC(=O)CCCCC(=O)Nc2cccc(C)c2)c1	-0.1	-10.1	-0.5	97.0	-2.1	-0.9	1.9	x	-19.4	-2.2
NS(=O)(=O)OCCCCCc1ccccc1	0.2	-1.1	-1.7	90.0	-2.5	-1.6	5.2	-3.7	-13.3	-3.2
COc1ccc(NC(=O)COc2nsnc2N2CCOCC2)c(OC)c1	0.0	6.4	-0.6	94.0	11.4	3.3	9.5	-3.9	0.8	0.6
CCOC(=O)c1nn(-c2ccc(C)c(Cl)c2)c(=O)c(C#N)c1C	-0.2	-2.5	2.2	107.0	2.7	-1.8	-2.7	-1.2	-3.0	-2.8
O=C(NCCCN1CCCC1)C1CCN(C(=O)c2cc3sccc3n2Cc2ccc(F)cc2)CC1	0.0	-0.5	-5.6	99.0	3.9	-2.6	-1.9	-0.9	-11.8	-1.0
CC(C)(C)/C(Cn1cncn1)=N\OC(=O)Nc1ccc(Cl)cc1	0.1	3.3	-0.1	106.0	-1.1	-2.9	19.8	5.0	-5.2	-9.6
COCCn1nnnc1C(c1ccccn1)N1CCN(c2cccc(C)c2C)CC1 (configuration not stated)	-0.4	-0.7	-0.9	110.0	3.0	0.4	9.9	-4.9	-3.4	-4.1
NS(=O)(=O)c1cnccc1Nc1ccc(Cl)cc1	0.4	-2.4	2.5	97.0	-3.3	-2.0	3.4	-5.6	2.8	10.5
CC(Oc1ccccc1F)C(=O)NNC(=O)c1cc2ccccc2o1 (configuration not stated)	-0.2	-2.0	4.6	90.0	3.2	-1.3	8.3	9.5	6.8	2.6
COc1ccc(-c2cc(C(F)(F)F)n3nc(C(=O)NCc4ccco4)c(Cl)c3n2)cc1	0.0	-1.2	-0.1	98.0	2.4	3.5	4.4	0.0	2.0	157.0*
COc1ccccc1-n1cc([C@@H]2C[C@H]3CN(c4ccccc4)C(=O)[C@]34CCCN24)cn1	1.3	0.8	-16.1	189.0	1.4	-1.7	35.4*	x	-4.4	7.0
O=C(CN1CCN(CC(=O)Nc2ccc(Cl)cc2)CC1)Nc1ccc(F)cc1	0.1	23.2	-1.3	98.0	-3.0	0.4	-1.7	8.4	-7.3	-3.9
O=C(/C=C/c1ccco1)N(Cc1cccc(Cl)c1)C1CCS(=O)(=O)C1 (configuration not stated)	0.1	5.0	-0.6	99.0	7.0	2.7	11.8	-0.9	2.8	-4.7
COc1ccc(CCNC(=O)CN(c2ccc(OC)c(OC)c2)S(=O)(=O)c2ccc(C)cc2)cc1	-0.1	23.1	-3.4	97.0	-1.8	0.3	12.3	1.0	-2.9	10.3
COc1ccccc1C(=O)NCC(c1cccnc1)N(C)C (configuration not stated)	-0.1	-0.5	-2.7	98.0	-4.5	0.1	7.4	-1.4	3.9	18.2
Cc1ccc(Cn2nnnc2CN2CCC(NC(=O)c3ccccc3F)CC2)cc1	0.0	-1.5	3.5	92.0	-5.6	-1.0	5.5	6.3	3.0	3.5
COc1cccc(COc2ccc3c(C)c(Cc4ccccc4)c(=O)oc3c2)c1	0.9	-3.3	-3.6	96.0	11.2	-1.3	1.0	-4.9	1.4	x
O=C(CSc1ccc2c(c1)OCCO2)NCCN1C(=O)CSC1=O	0.0	3.2	0.4	97.0	1.1	2.5	-0.5	-7.7	0.2	-5.4
COc1ccc(C(=O)NC2CC3CCCC(C2)N3Cc2ccccc2)cc1 (configuration not stated)	0.1	9.2	-0.5	127.0	-0.5	-1.3	1.5	-7.1	3.2	10.1
CCOC(=O)c1ccc(CNCc2ccc(C)cc2)cc1	0.0	-0.9	1.7	94.0	2.0	-1.5	10.8	-3.3	0.9	0.3

Profiles, looked up by structure. Order of values: aDG glyco act | Granule exo inh | Glyco luc inh | ABCB6 inh 2 | ABHD5 PLIN5 PPI | MC4R barr agon | MC4R antagonist | TLR9-MyD88 inh | NOD2-RIPK2 inh | Vif inh
`CC(C)(C)/C(Cn1cncn1)=N\OC(=O)Nc1ccc(Cl)cc1` in the list: 0.1 | 3.3 | -0.1 | 106.0 | -1.1 | -2.9 | 19.8 | 5.0 | -5.2 | -9.6
`O=C(/C=C/c1ccco1)N(Cc1cccc(Cl)c1)C1CCS(=O)(=O)C1` (configuration not stated) in the list: 0.1 | 5.0 | -0.6 | 99.0 | 7.0 | 2.7 | 11.8 | -0.9 | 2.8 | -4.7
`O=C(CN1CCN(CC(=O)Nc2ccc(Cl)cc2)CC1)Nc1ccc(F)cc1` in the list: 0.1 | 23.2 | -1.3 | 98.0 | -3.0 | 0.4 | -1.7 | 8.4 | -7.3 | -3.9

Further structures follow.
SMILES	aDG glyco act	Granule exo inh	Glyco luc inh	ABCB6 inh 2	ABHD5 PLIN5 PPI	MC4R barr agon	MC4R antagonist	TLR9-MyD88 inh	NOD2-RIPK2 inh	Vif inh
CC(C)(C)NC(=O)[C@]1(C)CCC[C@@]2(C)C3CC[C@@]4(C)C[C@]3(CCC21)CC4=O (some centres not stated)	-0.2	-7.3	-3.9	97.0	-6.2	2.8	1.1	-5.0	3.9	2.9
Cc1ccc(S(=O)(=O)NN=CC=CC=NNS(=O)(=O)c2ccc(C)cc2)cc1	0.1	0.5	1.4	98.0	-6.5	0.5	3.9	0.2	-1.9	5.6
Cc1cc(C)c(NC(=O)CN2C(=O)NC3(CCc4ccccc43)C2=O)c(Cl)c1 (configuration not stated)	0.0	1.5	1.8	84.0	4.1	-3.3	2.2	10.1	-0.2	7.2
Cn1cccc1/C=C(/C#N)c1ccc(F)cc1	0.2	5.9	1.0	94.0	2.4	1.8	10.5	-4.1	3.9	-10.2
Cc1ccc(C2CC(=O)C=C(Nc3ccc(Cl)cc3)C2)cc1 (configuration not stated)	0.5	-4.2	-1.1	99.0	-10.7	2.9	1.2	5.0	-9.2	1.8
COc1ccc(-c2cc(C(F)(F)F)nc(S(=O)(=O)CCCC(=O)Nc3cc(C)on3)n2)cc1OC	0.0	3.5	-10.5	94.0	17.0	-3.0	-8.0	5.5	5.3	88.6*
COc1ccc(C(=O)NCC(=O)N/N=C(C)\C=C\c2ccccc2)cc1OC	-0.2	1.5	3.4	98.0	6.6	-0.6	-3.9	1.1	0.9	-3.0
Cc1c(NC(=O)Nc2cccc(F)c2)c(=O)n(-c2ccccc2)n1C	-0.1	-0.3	2.0	91.0	-2.4	-0.6	9.3	3.1	-1.0	13.9
O=C(CCNS(=O)(=O)c1ccc2[nH]c(=O)oc2c1)NCc1ccc(F)cc1	-0.1	0.2	1.7	102.0	1.4	0.5	10.0	1.9	-12.2	-9.3
CCOc1ccc(NC(=O)CCn2c(=S)oc3ccccc32)cc1	0.0	-9.2	-2.0	101.0	-3.1	5.7	0.9	0.9	6.0	-5.3
Cc1cc(C(=O)CSc2nnnn2C)c(C)n1Cc1ccco1	0.1	1.3	-4.5	102.0	3.2	0.5	20.6	-8.2	-0.7	-0.5
CC(C)CC(=O)NC(c1ccccc1)c1c(O)ccc2ccccc12 (configuration not stated)	0.2	4.1	-3.2	98.0	-10.4	6.2	26.1	-2.9	6.1	-5.1
COc1ccc(C(=O)Nc2ccc(S(=O)(=O)Nc3cc(C)nc(C)n3)cc2)cc1	0.2	4.0	0.5	100.0	-4.3	-1.0	17.3	0.2	-1.4	-2.4
COc1ccc(C(CC(=O)O)NC(=O)OC(C)(C)C)cc1 (configuration not stated)	0.2	-1.1	2.2	96.0	0.5	-1.7	8.7	1.7	-0.1	-0.9
COc1cc(OC)cc(C(=O)NCCSC2CCCCC2)c1	-0.1	-0.7	0.7	107.0	-9.4	-0.9	21.5	-7.5	-8.0	-9.5
COc1ccc(NC(=O)C2(C)CCN2C(=O)C(C)C)cc1F (configuration not stated)	0.1	-2.7	0.1	101.0	-2.1	-1.0	10.0	x	-10.8	8.8
COc1cc2cc(C(c3nnnn3C3CCCC3)N3CCCCCC3)c(=O)[nH]c2cc1OC (configuration not stated)	0.3	0.1	-0.8	106.0	1.6	-0.8	6.5	5.9	-4.8	-1.9
COc1ccc(C(=O)Nc2cccc(C(C)=O)c2)cc1OC	-0.2	-1.6	5.2	94.0	-3.2	-1.1	5.4	7.4	-9.4	x
O=[N+]([O-])c1ccc2c(c1)C(O)n1ncnc1S2 (configuration not stated)	0.2	0.4	0.1	96.0	2.5	-1.7	13.6	-3.3	0.5	-0.7
COC(=O)c1c(-c2ccccc2)csc1N1C(=O)Nc2ccccc2N1O	-0.1	7.0	-2.8	100.0	3.4	0.6	-5.3	-3.1	-6.5	3.3
O=P(O)(O)c1ccccc1OCCCCCOc1ccccc1P(=O)(O)O	-0.1	0.3	0.2	92.0	-9.8	-0.8	13.9	1.7	-9.8	1.9
CCc1ccc(NC(=O)CS(=O)CC(=O)NCC2OCCc3ccccc32)cc1 (configuration not stated)	-0.2	-0.5	0.4	104.0	1.9	0.0	10.0	3.4	-8.5	-3.7
COc1ccccc1NC(=O)CSc1nnc(CCNC(=O)c2ccc(C)cc2)n1C	-0.1	9.4	-0.2	96.0	-4.3	-1.5	9.6	-4.5	-6.5	-2.6
COc1cccc(/C=C/C(=O)OCC(=O)Nc2nnc(-c3ccccc3)o2)c1	0.3	10.8	1.2	101.0	1.5	-1.3	6.0	6.3	-9.3	7.9
COc1ccc(S(=O)(=O)Nc2ccc(C)cn2)cc1	0.1	1.7	0.3	365.0	4.2	-0.3	5.5	-0.2	11.6	10.6
CCC(=O)N1CCN(c2ccccc2NC(=O)COc2ccccc2Cl)CC1	0.2	-0.8	-2.8	100.0	-0.8	-5.2	16.9	-2.1	18.1	8.1

Screening results as filed in PubChem BioAssay.
